# PRC2 inh – inhibitors of human EZH2/PRC2 methyltransferase; inhibition, % at 12.5 µM; PRC2 H3K27 methylation, DELFIA TRF, 1 h; Q15910; 57,000 compounds, 0.35% hits;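 active = mean inhibition of replicates at least 50% and every single replicate also reaching 50%; inconclusive = mean inhibition at least 50% but some replicate falls below 50%; inactive = mean inhibition under 50%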;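 note: dimethyl H3K27 on biotinylated H3 21-44 peptide detected by antibody; plate controls were median neutral control wells for no effect and median positive control wells for full effect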
# Target sequence (Q15910 whole entry, looked up): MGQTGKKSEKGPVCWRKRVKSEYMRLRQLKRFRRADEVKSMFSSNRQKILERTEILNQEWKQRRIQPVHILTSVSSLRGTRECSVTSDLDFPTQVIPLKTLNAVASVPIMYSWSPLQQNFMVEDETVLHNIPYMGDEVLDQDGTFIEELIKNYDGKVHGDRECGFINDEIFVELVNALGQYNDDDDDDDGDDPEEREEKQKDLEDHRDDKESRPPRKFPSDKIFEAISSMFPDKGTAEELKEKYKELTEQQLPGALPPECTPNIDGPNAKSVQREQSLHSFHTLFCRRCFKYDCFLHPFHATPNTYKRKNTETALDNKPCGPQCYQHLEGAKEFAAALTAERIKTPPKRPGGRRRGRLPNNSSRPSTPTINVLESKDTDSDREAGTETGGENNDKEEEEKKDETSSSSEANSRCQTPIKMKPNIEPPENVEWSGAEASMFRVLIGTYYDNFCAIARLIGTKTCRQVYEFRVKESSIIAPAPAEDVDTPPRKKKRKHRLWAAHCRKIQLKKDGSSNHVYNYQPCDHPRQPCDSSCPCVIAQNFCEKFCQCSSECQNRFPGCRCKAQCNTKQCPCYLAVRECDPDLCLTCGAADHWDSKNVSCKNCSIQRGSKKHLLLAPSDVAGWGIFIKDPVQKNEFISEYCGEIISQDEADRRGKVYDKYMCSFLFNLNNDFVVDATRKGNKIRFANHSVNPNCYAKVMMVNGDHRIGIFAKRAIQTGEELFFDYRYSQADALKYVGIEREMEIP
# IDH1 mut inh – IDH1 R132H (human) inhibition | IDH1 R132H reductase, diaphorase/resazurin fluorescence, 60 min | inhibition, % at 10 µM | 70,000 compounds, 0.18% hits; in the data active = inhibition above about 34%; inconclusive = no clear call, values can overlap the other calls; inactive = below about 11%;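 note: 0% = DMSO and 100% = no enzyme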
# An asterisk follows results filed as active; ? = inconclusive; . = not tested or not shown. The list is partial (hit frequency here may not be typical).
structure	PRC2 inh	IDH1 mut inh
C[C@H]1CN([C@@H](C)CO)C(=O)c2cc(-c3ccccc3)cnc2O[C@@H]1CN(C)C(=O)Nc1ccc2c(c1)OCO2	14	-0.4
COc1ccc(NC(=O)N(C)C[C@@H]2Oc3ccc(NC(=O)Nc4ccccc4)cc3CC(=O)N([C@@H](C)CO)C[C@H]2C)cc1	.	59*
Cc1ccc2nc(-c3ccncc3)cc(C(=O)NC(C)c3cnn(C)c3C)c2c1 (stereo unspecified)	7	3.4
Cc1noc(C)c1NC(=O)Nc1ccc2c(c1)C(=O)N([C@H](C)CO)C[C@@H](C)[C@@H](CN(C)S(=O)(=O)c1c(C)noc1C)O2	.	5.3
CC1OC(Oc2cc(O)c3c(=O)c(OC4OC(CO)C(O)C(O)C4OC4OC(C)C(O)C(O)C4O)c(-c4ccc(O)cc4)oc3c2)C(O)C(O)C1O (stereo unspecified)	-12	-0.3
CS(=O)(=O)Nc1ccc2c(c1)[C@@H]1C[C@H](CC(=O)NCC3CC3)O[C@@H](CO)[C@@H]1O2	0	0.0
CCc1ccc(NC(=O)CSc2nnc(-c3ccc(Cl)cc3)n2C)cc1	14	0.5
COc1ccc(S(=O)(=O)Nc2ccc3c(c2)C(=O)N([C@H](C)CO)C[C@@H](C)[C@@H](CN(C)S(=O)(=O)c2ccc(OC)cc2)O3)cc1	.	-1.5
COc1ccc(CN(C)C[C@@H]2Oc3c(NC(=O)NC4CCCCC4)cccc3C(=O)N([C@H](C)CO)C[C@H]2C)cc1	-12	-1.5
CC(=O)N(C)C[C@@H]1Oc2ncc(C#CCC3CCCC3)cc2C(=O)N([C@@H](C)CO)C[C@H]1C	-12	-1.9
CC(=O)N(C)C[C@@H]1Oc2ncc(-c3cncnc3)cc2C(=O)N([C@H](C)CO)C[C@H]1C	-6	1.0
O=C(Nc1ccc(Cl)cc1)N[C@@H]1CC[C@H](CCn2cc(Cc3ccccc3)nn2)O[C@@H]1CO	-4	-0.2
CNC[C@H]1OCCCC[C@@H](C)Oc2ccc(NC(=O)Nc3c(C)noc3C)cc2C(=O)N([C@@H](C)CO)C[C@H]1C	3	3.6
Cc1ccc(S(=O)(=O)N[C@@H]2CC[C@H](CCn3cc(-c4cccnc4)nn3)O[C@H]2CO)cc1	5	-0.3
Cc1cccc(S(=O)(=O)N[C@@H]2CC[C@H](CCn3cc(-c4ccccn4)nn3)O[C@@H]2CO)c1	15	-0.1

# Single records (already shown). Order of values: PRC2 inh	IDH1 mut inh
# CC(=O)N(C)C[C@@H]1Oc2ncc(-c3cncnc3)cc2C(=O)N([C@H](C)CO)C[C@H]1C as listed: -6	1.0
# CC1OC(Oc2cc(O)c3c(=O)c(OC4OC(CO)C(O)C(O)C4OC4OC(C)C(O)C(O)C4O)c(-c4ccc(O)cc4)oc3c2)C(O)C(O)C1O (stereo unspecified) as listed: -12	-0.3
# COc1ccc(S(=O)(=O)Nc2ccc3c(c2)C(=O)N([C@H](C)CO)C[C@@H](C)[C@@H](CN(C)S(=O)(=O)c2ccc(OC)cc2)O3)cc1 as listed: .	-1.5
# C[C@H]1CN([C@@H](C)CO)C(=O)c2cc(-c3ccccc3)cnc2O[C@@H]1CN(C)C(=O)Nc1ccc2c(c1)OCO2 as listed: 14	-0.4
# CS(=O)(=O)Nc1ccc2c(c1)[C@@H]1C[C@H](CC(=O)NCC3CC3)O[C@@H](CO)[C@@H]1O2 as listed: 0	0.0

# Continued:
structure	PRC2 inh	IDH1 mut inh
COC(=O)C[C@H]1CC[C@H](NC(=O)Nc2ccc(C(F)(F)F)cc2)[C@@H](CO)O1	6	-0.1
CO[C@@H]1CN(C)C(=O)c2ccc(NC(C)=O)cc2OC[C@H](C)N(CCC(F)(F)F)C[C@@H]1C	-15	0.0
COc1cccc2cc(C(=O)C3C(=O)C(=O)N(Cc4ccco4)C3c3ccc(F)cc3)oc12 (stereo unspecified)	-35	0.0
COc1cccc(CNc2nc3ccccc3n2CCN2CCOCC2)c1O	-3	-1.1
CCCC#Cc1cnc2c(c1)C(=O)N([C@@H](C)CO)C[C@H](C)[C@@H](CN(C)Cc1ccccc1F)O2	1	1.0
Cc1noc(C)c1NC(=O)N[C@H]1CC[C@H](CCNC(=O)C2CCCC2)O[C@@H]1CO	1	0.1
COc1ccc(NC(=O)C(=O)NCc2cccnc2)cc1	-10	0.6
C[C@H](CO)N1C[C@H](C)[C@H](CN(C)Cc2cncnc2)Oc2ncc(-c3ccc(F)cc3)cc2C1=O	-1	0.3
O=C1CC(c2ccc(O)cc2)Oc2c1c(O)cc(O)c2C1C(=O)c2c(O)cc(O)cc2OC1c1ccc(O)c(O)c1 (stereo unspecified)	?	-0.6
Cc1cc(OCC(=O)Nc2ccc(CC#N)cc2)ccc1[N+](=O)[O-]	0	0.0
C[C@H](CO)N1C[C@H](C)[C@@H](CN(C)C(=O)c2ccc3c(c2)OCO3)Oc2cc(C#Cc3ccccc3F)ccc2S1(=O)=O	1	-0.3
CC(Sc1ncn(-c2ccccc2)n1)C(=O)Nc1ccc(Cl)cc1 (stereo unspecified)	-8	0.1
C[C@H]1CN([C@@H](C)CO)C(=O)Cc2cc(NC(=O)Nc3cccc4ccccc34)ccc2O[C@@H]1CN(C)Cc1ccc2c(c1)OCO2	-13	-6.5
O=C(CSc1n[nH]c(-c2ccc(Cl)cc2)n1)Nc1ccccc1Cl	22	0.0
CO[C@@H]1CN(C)C(=O)c2ccc(NC(=O)C3CCOCC3)cc2OC[C@H](C)NC[C@H]1C	-1	0.7
O=C(NC1CC1)C1=C[C@H](c2csc3ccccc23)C[C@H](OCc2ccc(CO)cc2)O1	4	.
Cc1noc(C)c1NC(=O)N(C)C[C@@H]1Oc2ccc(NC(=O)CCCN(C)C)cc2C(=O)N([C@@H](C)CO)C[C@@H]1C	.	-1.7
C[C@@H]1CN([C@@H](C)CO)C(=O)c2cccc(NS(=O)(=O)c3cccs3)c2O[C@H]1CN(C)Cc1ccc(Cl)c(Cl)c1	-2	1.7
COc1ccc(C#Cc2ccc3c(c2)[C@]2(C(=O)N3)[C@H](c3ccccc3OCCO)N3[C@H](c4ccccc4)[C@H](c4ccccc4)OC(=O)[C@H]3[C@@H]2C(N)=O)cc1	-38	.
C[C@H](CO)N1C[C@H](C)[C@@H](CN(C)CC2CCOCC2)Oc2ncc(C#CCC3CCCC3)cc2C1=O	-20	0.3
C[C@@H]1CCCCO[C@H](CN(C)C(=O)NC2CCCCC2)[C@H](C)CN([C@@H](C)CO)C(=O)c2cc(NC(=O)CCCN(C)C)ccc2O1	.	6.2
C[C@@H]1CN([C@@H](C)CO)C(=O)c2cc(NC(=O)Nc3ccccc3)ccc2O[C@@H](C)CCCCO[C@@H]1CN(C)Cc1ccc(C(=O)O)cc1	.	-1.0
Cc1ccc(S(=O)(=O)N(C)C[C@H]2OCCCC[C@@H](C)Oc3ccc(NS(C)(=O)=O)cc3C(=O)N([C@@H](C)CO)C[C@@H]2C)cc1	.	-2.4
CC(C)NC(=O)N(C)C[C@@H]1Oc2ccc(NS(=O)(=O)c3cn(C)cn3)cc2CC(=O)N([C@H](C)CO)C[C@@H]1C	.	0.6
CC(C)NC(=O)Nc1cccc2c1O[C@@H](CN(C)Cc1ccccc1)[C@@H](C)CN([C@@H](C)CO)C2=O	-1	2.3
CO[C@@H](CN(C)C(=O)c1ccccc1F)[C@H](C)CN([C@@H](C)CO)S(=O)(=O)c1ccc(F)cc1	-5	0.6
C[C@@H]1CN([C@H](C)CO)C(=O)c2cccc(NS(=O)(=O)c3ccc(F)cc3)c2O[C@@H]1CN(C)Cc1ccc(-c2ccccc2)cc1	.	-1.5
Cc1ccc(/C=N/NC(=O)c2cccc(C(=O)NO)c2)o1	5	-0.1
O=C(O)CCC(=O)Nc1ccc(NC(=O)c2cccs2)cc1	-9	0.1
C[C@H]1CN([C@@H](C)CO)C(=O)c2cc(C#Cc3ccccc3)cnc2O[C@@H]1CN(C)CC1CCOCC1	-12	-0.7

# Remaining list, next part
SMILES,PRC2 inh,IDH1 mut inh
CO[C@H]1CN(C)C(=O)c2cc(NC(=O)Nc3cccc(F)c3)ccc2OC[C@H](C)N(C)C[C@H]1C,-4,-0.3
C[C@H]1CN([C@@H](C)CO)C(=O)c2ccccc2-c2ccccc2CO[C@@H]1CN(C)C(=O)CCC(F)(F)F,2,0.7
Cc1ccc(CCC(=O)Nc2ccccc2)o1,.,0.4
O=C(C[C@@H]1C[C@@H]2c3cc(NC(=O)Cc4ccncc4)ccc3O[C@@H]2[C@H](CO)O1)NCc1ccc(-c2ccccc2)cc1,-22,-0.2
Cc1noc(C)c1S(=O)(=O)N(C)C[C@@H]1Oc2ccc(NS(C)(=O)=O)cc2CC(=O)N([C@@H](C)CO)C[C@@H]1C,.,0.1
COCC#Cc1ccc2c(c1)O[C@H](CN(C)S(=O)(=O)c1cccc(OC)c1)[C@H](C)CN([C@H](C)CO)S2(=O)=O,.,-0.9
C[C@@H]1CCCCO[C@@H](CN(C)C)[C@H](C)CN([C@@H](C)CO)C(=O)c2cc(NC(=O)Nc3ccc(F)cc3)ccc2O1,4,3.6
CC(C)NC(=O)N(C)C[C@@H]1Oc2cc(C#C[C@H](C)O)ccc2S(=O)(=O)N([C@H](C)CO)C[C@@H]1C,0,1.6
Cc1noc(C)c1NC(=O)N(C)C[C@H]1OCCCC[C@H](C)Oc2ccc(NS(=O)(=O)c3c(C)noc3C)cc2C(=O)N([C@@H](C)CO)C[C@H]1C,.,2.3
CS(=O)(=O)Nc1ccc2c(c1)[C@H]1C[C@@H](CC(=O)N3CCc4ccccc4C3)O[C@@H](CO)[C@H]1O2,-18,-1.0
CCCN(C)C[C@@H]1Oc2cc(C#Cc3cccc(F)c3)ccc2S(=O)(=O)N([C@@H](C)CO)C[C@H]1C,-5,0.4
C[C@@H]1CN([C@@H](C)CO)C(=O)c2cccc(NC(=O)C3CCCCC3)c2O[C@H]1CN(C)Cc1ccc(C(F)(F)F)cc1,.,3.9
CCCNC(=O)Nc1ccc2c(c1)OC[C@H](C)N(C(=O)c1ccccc1F)C[C@@H](C)[C@H](OC)CN(C)C2=O,21,0.0
C[C@@H]1CN([C@H](C)CO)C(=O)Cc2cc(NC(=O)Nc3ccc4c(c3)OCO4)ccc2O[C@@H]1CN(C)C(=O)Nc1ccc(C(F)(F)F)cc1,.,-0.4
CCc1ccc(-n2nc3ccc(NC(=O)COc4ccccc4[N+](=O)[O-])cc3n2)cc1,9,-0.1
CO[C@@H](CN(C)S(=O)(=O)c1ccccc1)[C@H](C)CN(C(=O)Nc1ccccc1F)[C@@H](C)CO,-4,-0.2
COc1ccc(NC(=O)N[C@@H]2CC[C@@H](CCNC(=O)CN3CCOCC3)O[C@H]2CO)cc1,-2,-0.1
C[C@@H]1CN([C@H](C)CO)C(=O)Cc2cc(NC(=O)Nc3ccc(F)cc3)ccc2O[C@@H]1CN(C)Cc1ccc2c(c1)OCO2,.,1.9
Cc1noc(C)c1S(=O)(=O)N(C)C[C@H]1OCCCC[C@H](C)Oc2ccc(NS(C)(=O)=O)cc2C(=O)N([C@H](C)CO)C[C@@H]1C,.,0.2
C[C@@H]1CCCCO[C@H](CN(C)C)[C@@H](C)CN([C@H](C)CO)C(=O)c2cc(NC(=O)Nc3cccc4ccccc34)ccc2O1,2,.
COCC(=O)Nc1ccc2c(c1)C(=O)N(C)C[C@@H](OC)[C@H](C)CN(C(=O)COC)[C@H](C)CO2,6,0.3
CO[C@@H]1CN(C)C(=O)c2ccc(NC(=O)C3CC3)cc2OC[C@H](C)N(Cc2ccncc2)C[C@@H]1C,2,-0.3
C[C@@H]1CN([C@H](C)CO)C(=O)c2cc(NS(=O)(=O)c3ccc(F)cc3)ccc2O[C@@H]1CN(C)Cc1ccc(Cl)c(Cl)c1,.,-1.4
COc1ccc(CCNC(=O)c2ccccc2Sc2ccccc2C#N)cc1OC,-7,0.0
O=C(C[C@@H]1C[C@@H]2c3cc(NC(=O)NC4CCCCC4)ccc3O[C@@H]2[C@H](CO)O1)NCc1cccnc1,6,0.4
COc1ccc(S(=O)(=O)Nc2ccc3c(c2)C(=O)N([C@@H](C)CO)C[C@H](C)[C@@H](CN(C)S(=O)(=O)c2cccs2)OCCCC[C@@H](C)O3)cc1,.,-0.2
COc1ccccc1S(=O)(=O)N[C@@H]1CC[C@@H](CC(=O)N2CCN(C)CC2)O[C@H]1CO,3,0.0
COc1cc(-c2nnc(SCC(=O)c3ccc(Cl)cc3)n2C)cc(OC)c1OC,4,0.3
C[C@H](CO)N1C[C@H](C)[C@H](CN(C)Cc2ccccc2)OCCCC[C@H](C)Oc2ccc(NC(=O)C3CCCCC3)cc2C1=O,.,1.5
CO[C@@H]1CN(C)C(=O)c2cc(NC(=O)Nc3c(C)noc3C)ccc2OC[C@@H](C)N(CC2CC2)C[C@@H]1C,-5,0.1

# In a second layout: results already given.
# Under each structure: PRC2 inh, IDH1 mut inh
C[C@@H]1CCCCO[C@H](CN(C)C)[C@@H](C)CN([C@H](C)CO)C(=O)c2cc(NC(=O)Nc3cccc4ccccc34)ccc2O1
  2, .
CO[C@@H]1CN(C)C(=O)c2cc(NC(=O)Nc3c(C)noc3C)ccc2OC[C@@H](C)N(CC2CC2)C[C@@H]1C
  -5, 0.1

# New compounds follow
SMILES,PRC2 inh,IDH1 mut inh
C[C@@H]1CN([C@@H](C)CO)S(=O)(=O)c2ccc(/C=C/c3ccccc3)cc2O[C@@H]1CN(C)C(=O)NC1CCCCC1,-13,.
C[C@H](CO)N1C[C@H](C)[C@H](CN(C)Cc2ccc(C(=O)O)cc2)Oc2c(NC(=O)Nc3ccccc3)cccc2C1=O,.,7.6
CCCNC(=O)Nc1ccc2c(c1)C(=O)N(C)C[C@H](OC)[C@H](C)CN(Cc1ccccn1)[C@@H](C)CO2,-18,.
COc1ccc(CN(C)C[C@H]2Oc3c(NS(=O)(=O)c4ccc(OC)cc4)cccc3C(=O)N([C@H](C)CO)C[C@H]2C)cc1,.,-0.2

# Compound activity from PubChem BioAssay.
